A3G deaminase: inhibitors of human APOBEC3G DNA deaminase; Q9HC16; recombinant A3G, ssDNA deamination FAM/TAMRA fluorescence; inhibition, % at 20 µM; hit rate 0.28% among 330,000; AID 493012;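 active = inhibition of at least 40% at 20 µM, with no more than 30% in the related APOBEC3A deaminase screen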;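 also: plate controls were DMSO wells with A3G for no effect and wells lacking A3G enzyme for full effect; some compounds called inactive have numbers as strong as hits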
Target sequence (Q9HC16 whole entry, looked up): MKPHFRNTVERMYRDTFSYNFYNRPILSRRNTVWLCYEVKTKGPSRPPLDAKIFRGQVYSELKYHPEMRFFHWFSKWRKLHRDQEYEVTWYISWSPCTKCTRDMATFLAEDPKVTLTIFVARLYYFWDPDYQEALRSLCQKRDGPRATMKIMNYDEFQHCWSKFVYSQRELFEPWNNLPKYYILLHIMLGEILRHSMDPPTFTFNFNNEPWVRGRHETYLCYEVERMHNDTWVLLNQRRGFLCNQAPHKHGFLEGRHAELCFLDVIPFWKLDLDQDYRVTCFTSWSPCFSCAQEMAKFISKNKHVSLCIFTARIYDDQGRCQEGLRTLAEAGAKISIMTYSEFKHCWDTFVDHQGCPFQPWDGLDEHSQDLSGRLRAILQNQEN
hIAP activ: increases human intestinal alkaline phosphatase activity; P09923; purified human IAP, CDP-Star luminescence, 30 min; hits give high values; 1 = vehicle-only enzyme, 0 = enzyme-free background; activation factor at 10 µM; hit rate 0.16% among 330,000;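 active = activation factor of the enzyme at least 2-fold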; also: the source names both 10 and 20 µM as test concentration; values of inactives mirror those of a sister screen read the other way
Target sequence (P09923 whole entry, looked up): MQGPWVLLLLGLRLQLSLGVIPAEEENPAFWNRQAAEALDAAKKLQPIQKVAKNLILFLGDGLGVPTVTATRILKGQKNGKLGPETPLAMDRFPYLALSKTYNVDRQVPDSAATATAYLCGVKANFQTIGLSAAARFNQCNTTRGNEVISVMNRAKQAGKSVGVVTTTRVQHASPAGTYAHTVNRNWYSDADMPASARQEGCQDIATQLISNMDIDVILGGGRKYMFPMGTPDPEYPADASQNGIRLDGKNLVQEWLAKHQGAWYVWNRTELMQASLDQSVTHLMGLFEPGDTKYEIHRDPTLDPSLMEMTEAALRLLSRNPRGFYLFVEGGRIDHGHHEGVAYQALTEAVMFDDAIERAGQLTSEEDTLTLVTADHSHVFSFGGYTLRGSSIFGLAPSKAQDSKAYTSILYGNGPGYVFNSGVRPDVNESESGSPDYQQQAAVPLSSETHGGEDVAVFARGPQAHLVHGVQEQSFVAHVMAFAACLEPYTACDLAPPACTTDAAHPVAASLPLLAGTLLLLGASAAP
beta cell repl: MIN6 beta-cell proliferation induction. MIN6 cells proliferation, ATPlite luminescence, 48 h; cells starved in 0.2% serum; 100% = growth in 10% serum. proliferation, % at 10 µM. AID 2380. hit rate 0.29% among 330,000;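 active = compounds whose signal lies at least 3.5 SD above the mean of all wells on their plate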;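 also: 0% = DMSO-treated cells in low-serum medium and 100% = 10% serum control; some compounds called inactive have numbers as strong as hits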
SENP1 inh: blocks the human SENP1 SUMO protease catalytic domain; AID 624204; recombinant SENP1 catalytic domain, CyPet-SUMO1-YPet FRET cleavage; hit rate 0.21% among 360,000; inhibition, % at 10 µM; Q9P0U3;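 active = inhibition at least 30% at 10 µM, raw YFP signal under a set limit, fluorescence ratio 0.5 to 1.5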;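 also: 0% = enzyme with DMSO and 100% = no enzyme wells; some results filed as inactive read as strong as hits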
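Assay system: hSENP1 catalytic domain, recombinant. Amount: SENP1 enzyme, 20 pM final. Schedule: 50 min reaction, RT, dark. Technique: FRET, CFP and YFP emission. Control set: no-enzyme wells low, DMSO-plus-enzyme wells high control.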
hIAP inh: human IAP inhibition. inhibition, % at 10 µM. purified IAP, CDP-Star luminescence, 30 min. hit rate 0.12% among 330,000. P09923;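 active = inhibition reaching a set limit with compound at 10 µM in the primary screen, cut at about 35% in these data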;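 also: plate controls were DMSO wells with enzyme for no effect and no-enzyme buffer wells for full effect; values of inactives mirror those of a sister screen read the other way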
mIAP block: blocks mouse intestinal alkaline phosphatase; purified mouse IAP, CDP-Star luminescence, 30 min; inhibition, % at 10 µM; hit rate 0.2% among 330,000; AID 2806;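 active = inhibition of at least 40% at 10 µM in the primary screen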;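 also: plate controls were DMSO with enzyme for no effect and no enzyme wells for full effect; values of inactives mirror those of a sister screen read the other way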
NLRP3 yeast inh: NALP3 inhibition in yeast; Yeast reconstituted NLRP3/ASC/caspase-1, beta-gal luminescence, 24 h; inhibition, % at 10 µM; hit rate 0.39% among 330,000; AID 2825;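 active = inhibition of 50% or more; inactive = inhibition below 50%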;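 also: plate controls were induced DMSO wells for no effect and uninduced yeast grown without galactose for full effect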
APOBEC3A inh: inhibitors of human APOBEC3A DNA deaminase; recombinant A3A, FAM/TAMRA ssDNA deamination fluorescence; AID 493011; P31941; hit rate 0.41% among 330,000; inhibition, % at 20 µM;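 active = at least 40% inhibition at 20 µM here, with at most 30% in a related deaminase screen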;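 also: plate controls were A3A with DMSO for no effect and wells lacking A3A enzyme for full effect; some results filed as inactive read as strong as hits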
Target sequence (P31941 whole entry, looked up): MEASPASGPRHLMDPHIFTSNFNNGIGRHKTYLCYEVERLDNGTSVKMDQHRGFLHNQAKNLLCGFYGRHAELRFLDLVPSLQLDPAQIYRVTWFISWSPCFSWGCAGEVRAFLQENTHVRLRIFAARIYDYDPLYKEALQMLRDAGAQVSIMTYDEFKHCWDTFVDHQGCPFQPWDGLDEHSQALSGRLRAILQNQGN
mIAP activ: mouse IAP activation; muIAP, CDP-Star luminescence, 30 min; hits give high values; 1 = vehicle-only enzyme signal, 0 = enzyme-free wells; activation factor at 10 µM; hit rate 0.24% among 330,000; AID 2805;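 active = activation factor of at least 2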; also: the source names both 10 and 20 µM as test concentration; values of inactives mirror those of a sister screen read the other way
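Assay system: mouse IAP enzyme; Reagent: CDP-Star chemiluminescent phosphatase substrate; Compound: DMSO-dissolved test compounds; Incubation: 30 min, room temperature; Technique: luminescence from enzymatic CDP-Star hydrolysis; Controls: DMSO-only wells and no-enzyme negative control.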
* marks the source's active call; other numbers are inactive results; . = not tested or not shown. Not all compounds are listed; the hit share may differ from the screen's.

SMILES | A3G deaminase | hIAP activ | beta cell repl | SENP1 inh | hIAP inh | mIAP block | NLRP3 yeast inh | APOBEC3A inh | mIAP activ
O=C(CCCSc1nc2ccccc2[nH]1)Nc1nnc(-c2ccccc2)o1 | -3 | 0.96 | -4 | -1 | 4 | 14 | -2 | 0 | 0.86
CCOc1ccc(NC(=O)COc2ccc(OC)cc2)cc1 | 1 | 0.82 | 0 | 0 | 18 | 16 | 32 | 2 | 0.84
N#Cc1c(NC(=O)CN2CCOCC2)oc(-c2ccccc2)c1-c1ccccc1 | -5 | 0.99 | 0 | -3 | 1 | 4 | -6 | -2 | 0.96
CCc1ccc(C2N(c3ccc(OC)cc3)C(=O)C3CCCN32)cc1 (configuration not stated) | -6 | 0.98 | -1 | 1 | 2 | -7 | 13 | 0 | 1.1
COc1ccc(-c2cc(C(=O)N3CCc4ccccc4C3)no2)cc1OC | -6 | 1 | 0 | -1 | 0 | -2 | 31 | 7 | 1
COC(=O)c1cc(NC(=O)c2cccc([N+](=O)[O-])c2C)ccc1Cl | -1 | 0.99 | -2 | 1 | 1 | 8 | 2 | 2 | 0.93
CCOC(=O)N1CCN(C(=O)C(=O)Nc2sc3c(c2C(N)=O)CC(C)(C)OC3)CC1 | -6 | 0.98 | 0 | 2 | 2 | 2 | 12 | -5 | 0.98
CC(Sc1nnc(-c2cccnc2)n1-c1ccccc1)C(=O)NCc1ccc2c(c1)OCO2 (configuration not stated) | -5 | 1.4 | -3 | 0 | -37 | 6 | 5 | -2 | 0.94
Cc1ccc(-n2c(N)cc(=O)nc2SCC(=O)N2CCN(c3ccccc3)CC2)cc1 | -6 | 1.2 | -2 | 0 | -23 | -3 | 17 | -1 | 1
COc1ccc(C(C)C)cc1S(=O)(=O)N1CCN(C)CC1 | -3 | 0.99 | -3 | -3 | 1 | -2 | 17 | -2 | 1
O=C(/C=C/c1cccs1)N1CCC2(CC1)Oc1ccc(Cl)cc1C(=O)C21CC(c2cccnc2)=NO1 (configuration not stated) | 15 | 1 | -5 | 2 | 0 | 3 | 12 | 7 | 0.97
CC(=O)Nc1ccccc1NC(=O)c1cc(C)cc(C)c1 | -4 | 1.1 | 1 | 3 | -14 | 4 | 20 | 0 | 0.96
CCOC(OCC)c1cn(Cc2ccc3c(c2)C(=O)c2ccccc2C3=O)nn1 | 4 | 1.1 | -8 | . | -6 | -3 | 8 | 0 | 1
COc1ccc(S(=O)(=O)Nc2cccc3c2O[C@H](CN(C)CC2CCCCC2)[C@@H](C)CN([C@H](C)CO)C3=O)cc1 | -8 | 0.92 | -2 | 2 | 8 | -13 | 13 | -3 | 1.1
CCOc1cccc(C(=O)N2CCCCC2c2cccnc2)c1 (configuration not stated) | -4 | 1 | 0 | 0 | 0 | -6 | 11 | -3 | 1.1
COc1ccc(NC(=O)CSc2nc(N)c3cc4c(nc3n2)CC(C)(C)OC4)cc1 | -3 | 0.89 | -1 | 2 | 11 | 16 | 9 | -2 | 0.84
CN(C)CCC(=O)NCC1OCCc2ccccc21 (configuration not stated) | -6 | 1.3 | 0 | -8 | -31 | 7 | 11 | -2 | 0.93
COc1ccccc1-c1nnc(SCC(=O)NC2CCCCC2)n1N | -3 | 1.1 | -3 | 2 | -10 | 10 | 22 | -1 | 0.9
Cc1cc(C)c(NC(=O)c2ccoc2C)c(C)c1 | -5 | 1.1 | -1 | 1 | -12 | -2 | 16 | -2 | 1
S=c1[nH]nc(-c2n[nH]c3c2CCC3)n1/N=C/C=C/c1ccco1 | 51 | 0.91 | -2 | 1 | 9 | 50* | 12 | 59 | 0.5
COCCOC(=O)C1=C(C)NC2=C(C(=O)CCC2)C1c1cc2c(cc1Br)OCO2 (configuration not stated) | -7 | 1.2 | -1 | -33 | -21 | -4 | 14 | -1 | 1
O=C(NCc1ccccc1)c1cc(-c2ccncc2)nc2ccccc12 | 1 | 0.79 | -1 | 0 | 21 | -6 | 24 | 2 | 1.1
Cc1ccccc1NC(=O)CN1CCc2ccccc2C1 | 5 | 1.2 | -2 | 0 | -22 | 4 | 15 | -8 | 0.96
CCOc1ccc(NC(=O)Cn2cc(C(C)=O)c3ccccc32)cc1 | -4 | 0.87 | -3 | -1 | 13 | 0 | 0 | -1 | 1
COc1ccc(CNC(=O)C(C)N=C2NS(=O)(=O)c3ccccc32)cc1OC (configuration not stated) | -2 | 0.99 | -3 | -3 | 1 | 3 | 4 | 0 | 0.97

The list continues.
SMILES | A3G deaminase | hIAP activ | beta cell repl | SENP1 inh | hIAP inh | mIAP block | NLRP3 yeast inh | APOBEC3A inh | mIAP activ
CC(=O)N1c2ccc(S(=O)(=O)N3CCC(C(=O)N4CCN(c5cccc(C(F)(F)F)c5)CC4)CC3)cc2CC1C (configuration not stated) | 2 | 1.1 | -4 | -1 | -9 | -19 | 18 | -2 | 1.2
Cc1ccc(-c2csc3nc[nH]c(=S)c23)cc1 | -6 | 0.95 | -6 | 2 | 5 | 9 | 28 | 0 | 0.91
O=C(Nc1cccnc1)c1ccccc1O | -4 | 1 | 2 | -1 | 0 | -1 | 13 | -6 | 1
CN(C)S(=O)(=O)c1cccc(C(=O)NCC2CCCO2)c1 (configuration not stated) | -8 | 1.2 | 0 | 2 | -17 | 4 | 9 | 1 | 0.96
O=C1NC2(CCCCC2)C(=O)N1CC(=O)N1CCc2ccccc21 | -1 | 1 | 1 | 1 | -1 | -1 | 7 | 4 | 1
COc1ccc(S(=O)(=O)NCc2ccco2)cc1N(C)S(=O)(=O)c1ccccc1 | -4 | 1.1 | 3 | 0 | -7 | 9 | 3 | 0 | 0.91
CC(C)c1ccccc1NC(=O)COC(=O)COc1ccccc1[N+](=O)[O-] | -8 | 1.1 | 0 | 7 | -8 | -3 | 21 | -1 | 1
NC(=O)c1ccccc1OCC(=O)O | -4 | 1 | -1 | 0 | -1 | 10 | -3 | -8 | 0.9
O=C(NNC(=O)C1CCN(Cc2cccc(F)c2)CC1)c1cccs1 | -6 | 1.1 | -3 | 2 | -8 | 7 | 3 | 0 | 0.93
Cc1cc(NC(=O)CCSc2ccc(Cl)cc2)no1 | -8 | 0.98 | 0 | 2 | 2 | 14 | 31 | 1 | 0.86
CCCCNC(=O)Nc1ccccc1C(=O)NCc1ccco1 | 0 | 1.1 | -2 | -2 | -7 | -1 | 14 | 4 | 1
Cc1cccc(/C(N)=N/OC(=O)Cc2cccs2)c1 | -4 | 1 | -1 | -5 | -3 | 4 | -2 | 0 | 0.96
Cc1ccc(S(=O)(=O)N(C)c2ccc(OCC(=O)Nc3nc4ccccc4s3)cc2)cc1 | 3 | 1.1 | -3 | 1 | -12 | 3 | 17 | 6 | 0.97
COc1ccc(Cl)cc1N(C(=O)Nc1cccc(Cl)c1)C1=NCC(C)S1 (configuration not stated) | -1 | 1.1 | 0 | 1 | -5 | -36 | -6 | -1 | 1.4
CCOC(=O)c1cc2sc(C)cc2n1CC(=O)N1CCN(C(=O)c2ccco2)CC1 | -9 | 0.94 | -1 | 1 | 6 | -2 | 3 | 32 | 1
CC(NC(=O)c1ccccc1F)c1nnc(SCC(=O)NC2=NCCS2)n1C (configuration not stated) | -6 | 0.92 | -2 | 3 | 8 | 5 | -4 | -1 | 0.95
Cc1ccsc1C(=O)N1CCN(S(=O)(=O)c2cccc(F)c2)CC1 | -4 | 1.1 | 2 | 2 | -13 | 1 | 2 | -1 | 0.99
COC(=O)C1=C(C)N(Cc2ccccc2)C(=NCCCOC(C)C)N[C@H]1c1ccccc1 | 13 | 1 | -5 | -25 | -1 | -8 | 8 | 45* | 1.1
Cc1ccc(C(=O)N/C(=C\c2ccc(-c3ccc(Br)cc3)o2)C(=O)NCCCN(C)C)cc1 | -4 | 1 | -6 | -5 | -2 | 10 | 8 | -3 | 0.9
CC1=C(C(=O)OCc2ccccc2)C(c2ccccc2Cl)NC(=O)N1CCCCCC(=O)O (configuration not stated) | -13 | 0.95 | 2 | 2 | 5 | 10 | 9 | -4 | 0.9
Cc1nc(CN2CCCC2=NC#N)n(-c2ccccc2)n1 | -2 | 1.1 | -1 | 0 | -10 | -3 | 13 | -1 | 1
N#Cc1ccc(NC(=O)Cn2cnc([N+](=O)[O-])c2)cc1 | -1 | 0.81 | -2 | -1 | 19 | -12 | 8 | 1 | 1.1
Cc1ccc(/C=C/C(=O)OCC(=O)N(CC(C)C)c2c(N)n(Cc3ccccc3)c(=O)[nH]c2=O)o1 | -2 | 0.93 | -3 | 0 | 7 | 3 | 11 | 3 | 0.97
O=C(CC(NC(=O)c1ccccc1)c1ccccc1)Nc1ccc(F)c(F)c1 (configuration not stated) | -9 | 1.2 | -4 | 3 | -24 | -65 | -9 | -1 | 1.6
CCN1C(=O)CSC1=Nc1ccc(C(=O)O)cc1 | -3 | 0.91 | -5 | -1 | 10 | 2 | 10 | 0 | 0.98

(listing goes on)
SMILES | A3G deaminase | hIAP activ | beta cell repl | SENP1 inh | hIAP inh | mIAP block | NLRP3 yeast inh | APOBEC3A inh | mIAP activ
COc1cccc(CN(CC(=O)NCc2ccccc2)C(=O)c2csnn2)c1 | 24 | 1 | 1 | 3 | -4 | 0 | 24 | 1 | 1
Cc1cc(C)n(-c2nc(C(F)(F)F)nc3ccccc23)n1 | 0 | 0.94 | -1 | 1 | 6 | 3 | -11 | 0 | 0.97
COc1cc(OC)cc(-c2c(-c3ccc(F)cc3)c3cc(Br)ccc3n2C)c1 | -9 | 0.93 | -7 | 1 | 7 | 4 | 8 | -4 | 0.96
Cc1cccc(OCCCC(=O)Nc2ccc(S(=O)(=O)Nc3onc(C)c3C)cc2)c1 | -3 | 0.97 | -2 | 2 | 3 | 2 | 16 | 11 | 0.98
CCc1c(C)nc(N)n2c(SCC(=O)Nc3ccccc3)nnc12 | 0 | 0.94 | -3 | 1 | 6 | 5 | -2 | 2 | 0.95
CCN(CC(=O)Nc1ccc(OC)cc1)C(=O)c1ccc2[nH]c3c(c2c1)CC(C)CC3 (configuration not stated) | -1 | 1.4 | -2 | -6 | -37 | -67 | 7 | 0 | 1.7
CCOC(=O)[C@H]1[C@H]2COc3ccc(C)cc3[C@@H]2N2C(=O)CN(Cc3ccc(F)cc3)C(=O)[C@@]12C | -11 | 0.85 | -4 | -2 | 15 | 8 | 23 | -3 | 0.92
O=C(/C=C/c1ccccc1)CC(=O)c1ccccc1O | -6 | 0.91 | -7 | -11 | 9 | 5 | 5 | -1 | 0.95
COc1cc2c(cc1OC)C(C(=O)NCc1cccnc1)C(c1cccnc1)N(C)C2=O (configuration not stated) | -6 | 1 | -2 | 0 | 0 | 2 | 5 | -2 | 0.98

By substructure, the entries above with a cyano group
SMILES | A3G deaminase | hIAP activ | beta cell repl | SENP1 inh | hIAP inh | mIAP block | NLRP3 yeast inh | APOBEC3A inh | mIAP activ
N#Cc1c(NC(=O)CN2CCOCC2)oc(-c2ccccc2)c1-c1ccccc1 | -5 | 0.99 | 0 | -3 | 1 | 4 | -6 | -2 | 0.96
Cc1nc(CN2CCCC2=NC#N)n(-c2ccccc2)n1 | -2 | 1.1 | -1 | 0 | -10 | -3 | 13 | -1 | 1
N#Cc1ccc(NC(=O)Cn2cnc([N+](=O)[O-])c2)cc1 | -1 | 0.81 | -2 | -1 | 19 | -12 | 8 | 1 | 1.1

Source: PubChem BioAssay (Sanford-Burnham Center for Chemical Genomics)
